Assay outcomes: PubChem, Sanford-Burnham Center for Chemical Genomics
NR3A LBD binder = modulators (binders) of human NR3A ligand-binding domain | NR3A LBD differential scanning fluorimetry, Tm shift; 0% = protein alone, 100% = glycine-bound protein | actives 2.5% (n = 340,000) | Tm shift relative to glycine control, % at 25 µM | AID 1259313;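 active = melting temperature shift of at least 10% of the positive control shift, at one fixed dose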
hIAP act = human IAP activation. activation factor at 10 µM. purified human IAP, CDP-Star luminescence, 30 min; active compounds read high; 1 = vehicle-only enzyme, 0 = enzyme-free background. AID 2524. actives 0.16% (n = 330,000);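 active = activation factor of the enzyme at least 2-fold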; note: the source names both 10 and 20 µM as test concentration; values of inactives mirror those of a sister screen read the other way
Target sequence (P09923 whole entry, looked up): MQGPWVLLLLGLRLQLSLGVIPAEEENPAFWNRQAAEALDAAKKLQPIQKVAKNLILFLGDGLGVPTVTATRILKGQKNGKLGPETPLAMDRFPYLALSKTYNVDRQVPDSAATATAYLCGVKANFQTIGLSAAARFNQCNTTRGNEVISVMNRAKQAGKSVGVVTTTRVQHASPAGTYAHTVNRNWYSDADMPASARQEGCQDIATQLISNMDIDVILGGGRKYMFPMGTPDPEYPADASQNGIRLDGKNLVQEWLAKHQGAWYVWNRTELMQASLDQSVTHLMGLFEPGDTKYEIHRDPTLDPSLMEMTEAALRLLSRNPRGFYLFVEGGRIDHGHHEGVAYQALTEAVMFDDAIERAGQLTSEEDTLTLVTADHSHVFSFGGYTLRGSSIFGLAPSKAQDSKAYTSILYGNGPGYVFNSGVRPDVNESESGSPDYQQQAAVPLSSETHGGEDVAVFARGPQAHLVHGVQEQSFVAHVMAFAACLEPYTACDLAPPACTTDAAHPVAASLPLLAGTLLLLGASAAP
MIN6 prolif = inducers of beta-cell replication in MIN6 cells. MIN6 cells proliferation, ATPlite luminescence, 48 h; cells starved in 0.2% serum; 100% = growth in 10% serum. proliferation, % at 10 µM. actives 0.29% (n = 330,000). AID 2380;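 active = compounds whose signal lies at least 3.5 SD above the mean of all wells on their plate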;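 note: 0% = DMSO-treated cells in low-serum medium and 100% = 10% serum control; some compounds called inactive have numbers as strong as hits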
hIAP block = blocks human intestinal alkaline phosphatase | P09923 | purified IAP, CDP-Star luminescence, 30 min | inhibition, % at 10 µM | actives 0.12% (n = 330,000);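 active = inhibition reaching a set limit with compound at 10 µM in the primary screen, cut at about 35% in these data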;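 note: plate controls were DMSO wells with enzyme for no effect and no-enzyme buffer wells for full effect; values of inactives mirror those of a sister screen read the other way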
mIAP activ = mouse IAP activation. muIAP, CDP-Star luminescence, 30 min; active compounds read high; 1 = vehicle-only enzyme signal, 0 = enzyme-free wells. activation factor at 10 µM. actives 0.24% (n = 330,000);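 active = activation factor of at least 2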; note: the source names both 10 and 20 µM as test concentration; values of inactives mirror those of a sister screen read the other way
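Assay system: mouse IAP enzyme / Compound: DMSO-dissolved test compounds / Timing: 30 min, room temperature / Measured by: luminescence from enzymatic CDP-Star hydrolysis / Control set: DMSO-only wells, enzyme-free buffer wells as negative control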
MPTP inh = inhibitors of mitochondrial permeability transition pore; isolated mouse mitochondria, Ca2+ swelling absorbance, 30 min; inhibition, % at 10 µM; actives 1.4% (n = 360,000); AID 602449;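 active = inhibition of 50% or more, scaled per plate between neutral and stimulator controls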;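 note: 0% = DMSO wells given calcium and 100% = 1 mM EGTA wells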
A3G deaminase = blocks human APOBEC3G single-stranded DNA deamination; actives 0.28% (n = 330,000); inhibition, % at 20 µM; recombinant A3G, ssDNA deamination FAM/TAMRA fluorescence; Q9HC16;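 active = inhibition of at least 40% at 20 µM, with no more than 30% in the related APOBEC3A deaminase screen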;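 note: plate controls were DMSO wells with A3G for no effect and wells lacking A3G enzyme for full effect; some compounds called inactive have numbers as strong as hits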
Target sequence (Q9HC16 whole entry, looked up): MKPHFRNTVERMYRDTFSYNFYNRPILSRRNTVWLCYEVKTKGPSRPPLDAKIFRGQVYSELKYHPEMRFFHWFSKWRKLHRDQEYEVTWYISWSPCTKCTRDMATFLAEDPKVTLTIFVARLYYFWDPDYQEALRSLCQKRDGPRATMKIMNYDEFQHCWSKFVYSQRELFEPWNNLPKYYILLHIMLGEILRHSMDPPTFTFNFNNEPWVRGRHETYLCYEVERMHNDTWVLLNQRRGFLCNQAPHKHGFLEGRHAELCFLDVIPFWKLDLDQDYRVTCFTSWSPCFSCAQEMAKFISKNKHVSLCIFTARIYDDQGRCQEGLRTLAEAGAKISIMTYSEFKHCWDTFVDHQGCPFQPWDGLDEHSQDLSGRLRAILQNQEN
mIAP inh = mouse IAP inhibition; AID 2806; inhibition, % at 10 µM; actives 0.2% (n = 330,000); purified mouse IAP, CDP-Star luminescence, 30 min;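 active = inhibition of at least 40% at 10 µM in the primary screen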;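 note: plate controls were DMSO with enzyme for no effect and no enzyme wells for full effect; values of inactives mirror those of a sister screen read the other way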
APOBEC3A inh = human APOBEC3A DNA deaminase inhibition. P31941. recombinant A3A, FAM/TAMRA ssDNA deamination fluorescence. inhibition, % at 20 µM. actives 0.41% (n = 330,000);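 active = at least 40% inhibition at 20 µM here, with at most 30% in a related deaminase screen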;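 note: plate controls were A3A with DMSO for no effect and wells lacking A3A enzyme for full effect; some results filed as inactive read as strong as hits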
Target sequence (P31941 whole entry, looked up): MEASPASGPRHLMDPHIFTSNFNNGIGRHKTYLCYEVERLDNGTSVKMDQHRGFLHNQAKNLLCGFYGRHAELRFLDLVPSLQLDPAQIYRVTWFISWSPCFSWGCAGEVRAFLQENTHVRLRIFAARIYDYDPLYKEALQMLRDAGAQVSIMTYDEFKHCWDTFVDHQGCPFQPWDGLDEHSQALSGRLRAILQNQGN
Numbers without * were called inactive; · = not tested or not shown.

SMILES	NR3A LBD binder	hIAP act	MIN6 prolif	hIAP block	mIAP activ	MPTP inh	A3G deaminase	mIAP inh	APOBEC3A inh
Cc1cc(CNC(=O)c2cccc([N+](=O)[O-])c2C)c2ccccc2n1	1	0.98	-2	2	1.1	4.9	-4	-8	-3
CCOc1ccc(NC(=O)CN2C(=O)S/C(=C/c3cccn3C)C2=O)cc1	-1	0.93	-2	7	1	-0.5	-8	-1	-4
Cc1ccc(NC(=O)CSc2nnc(C)c(=O)[nH]2)cc1C	-2	1	0	-2	0.96	0.0	-6	4	-2
CCN(CC)c1ccc(CN(C(=O)c2cccs2)C2CCS(=O)(=O)C2)cc1 (stereo unspecified)	1	0.97	0	3	0.97	-0.7	3	3	-6
Cn1c(O)c(C2=c3ccccc3=NC2=O)sc1=Nc1ccc(Cl)cc1	-8	0.97	-2	2	0.77	7.4	0	23	1
CCN1CCN(c2cc(C)c3cc(NC(=S)NCc4cccs4)ccc3n2)CC1	3	1.1	-7	-11	1.3	2.2	12	-28	6
Cc1ccc(N(CC(=O)NC(C)C)C(=O)CCC(=O)Nc2nccs2)cc1	-1	0.95	-1	5	1	0.6	-5	-4	-4
CCOc1ccc(N(C)S(=O)(=O)c2cc(-c3cc(C)no3)ccc2C(C)C)cc1	0	1.1	-4	-10	0.98	2.6	-3	2	-4
Cc1nc2ccc(NC(=S)N3CCCC3)cc2nc1C	1	1.1	1	-5	1	-0.2	-6	-2	0
COCCOc1cc(N(CC(=O)N(C)C)S(=O)(=O)c2ccccc2)c(Cl)cc1Cl	2	1	-2	-2	0.96	-1.3	-8	4	-4
CN(C)C(=O)COc1ncnc2sc(-c3ccccc3)cc12	0	1	-3	-3	1	6.5	-1	-2	0
O=C(COC(=O)c1cc(S(=O)(=O)N2CCOCC2)ccc1F)NCc1ccco1	0	1	-3	0	1.1	1.9	3	-10	3
Cc1ccc2c(CC(=O)N(C)c3c(N)n(Cc4ccccc4)c(=O)[nH]c3=O)coc2c1	-1	0.96	-1	4	1.1	-0.8	-9	-5	-2
Cc1ccc(/C=C/C(=O)Nc2nnc(SCc3ccc(C#N)cc3)s2)o1	-3	0.95	1	5	0.94	1.2	-9	6	-5
CC1(C)CC(=O)C(C(=S)Nc2ccc(F)cc2)=C(NCCN2CCOCC2)C1	1	1.1	-1	-8	1.1	-0.6	-9	-12	-4
COc1cccc(Cn2cc(C(=O)NCCN(C)C)nn2)c1	-6	0.88	-2	12	1.1	0.6	-4	-12	2
Cc1ccc(-n2cc[nH]c2=S)cc1C	1	1.1	0	-12	0.99	-2.1	-1	1	0
C/C=C\C=C\C(=O)Nc1cccc(C2=NOC3(C2)C[C@@H](C(N)=O)N(C(=O)C(c2ccccc2)c2ccccc2)C3)c1 (stereo partly specified)	-3	1	-3	0	1	-1.4	4	-4	4
N#Cc1ccc(Cl)cc1NC(=O)COC(=O)c1ccc2c(c1)OCCO2	-1	0.97	-1	2	0.98	-0.4	1	2	3
N#Cc1cccc(NC(=O)COC(=O)c2ccccc2Sc2ccccc2C#N)c1	-3	1.1	0	-7	0.92	6.6	-5	8	-1
Cc1cc(C)c(OCC(=O)OC(C)C(=O)NC2CC2)c(C)c1 (stereo unspecified)	5	1.1	0	-11	1.1	0.1	-7	-5	2
COc1cc(-c2nc(-c3ccncc3)no2)cc(OC)c1OC	0	1.1	-3	-9	1	-2.1	-3	-2	1
Cc1cc(=O)oc2cc(OCc3cc4c(cc3Cl)OCO4)ccc12	1	1.9	-3	-85	1.1	1.4	-7	-9	-1
CCc1nn(CC(=O)NCCCN2CCN(C)CC2)c(=O)c2cc3sc(C)cc3n12	2	1.1	-2	-7	1	-0.4	-5	-2	-3
CCN1C(=O)C(CC(=O)Nc2ccc(OC)cc2)N(Cc2cccs2)C1=S (stereo unspecified)	6	1.1	-1	-5	1	-1.5	-2	-5	-1

As entered above.
Under mIAP inh, `CCN1C(=O)C(CC(=O)Nc2ccc(OC)cc2)N(Cc2cccs2)C1=S` (stereo unspecified) is listed with -5
Under NR3A LBD binder, `N#Cc1cccc(NC(=O)COC(=O)c2ccccc2Sc2ccccc2C#N)c1` is listed with -3
Under hIAP block, `Cc1ccc2c(CC(=O)N(C)c3c(N)n(Cc4ccccc4)c(=O)[nH]c3=O)coc2c1` is listed with 4

More results
SMILES	NR3A LBD binder	hIAP act	MIN6 prolif	hIAP block	mIAP activ	MPTP inh	A3G deaminase	mIAP inh	APOBEC3A inh
COC(=O)[C@]1(Cc2ccccc2)N[C@H](CN(C)C(=O)c2ccc(F)cc2)[C@@H]2C(=O)N(Cc3ccccc3)C(=O)[C@@H]21	-2	0.93	6	7	1	-0.8	-3	-2	1
CCOC(=O)C1C2C=CC3(CN(Cc4ccccc4)C(=O)C13)O2 (stereo unspecified)	1	0.93	0	7	1	3.1	-4	0	-5
Nc1nccnc1C(=O)OCC(=O)N1CCN(S(=O)(=O)c2ccc(Cl)cc2)CC1	1	0.99	5	1	0.96	-3.0	-3	4	4
CN1C(=O)CC(C(=O)Nc2ccccc2F)SC1=Nc1ccc2c(c1)OCO2 (stereo unspecified)	-2	0.95	-2	5	1	-1.0	16	0	10
CS(=O)(=O)c1ccc2nc(NC(=O)CCS(=O)(=O)c3ccccc3)sc2c1	-2	0.96	-4	4	0.89	-3.7	-8	11	-4
O=C(CCS(=O)(=O)c1ccccc1)N1CCOCC1	0	1.1	-3	-6	1.1	-0.4	-9	-7	0
CC1CCc2c(sc3nc(CN4CCN(S(=O)(=O)c5ccccc5[N+](=O)[O-])CC4)[nH]c(=O)c23)C1 (stereo unspecified)	2	1.1	0	-14	0.86	-0.8	-10	14	-1
COc1ccc(-c2oc(=O)c3cc(OC)c(OC)cc3c2C#CC2(O)CCCCC2)cc1	13*	0.98	-2	2	0.96	-0.8	-7	4	5
COc1cccc(C(=O)CC(=O)C(=O)Nc2cc(Cl)c(OC)cc2OC)c1	-6	0.98	-3	2	1	0.9	-4	0	-5
Cc1ccc(NC(=O)C2CCN(C(=O)NCc3ccccc3)CC2)cc1C	1	1.1	3	-11	1	-1.9	4	-3	2
CCOc1ccc(S(=O)(=O)N2CCC(C(=O)NCCc3ccccc3)CC2)cc1	-1	1.1	0	-14	1	-0.1	-9	-4	-8
O=C(CN(c1cccc(Br)c1)S(=O)(=O)c1ccccc1)N/N=C/c1cc([N+](=O)[O-])ccc1O	14*	0.79	-4	21	0.68	26	-1	32	1
CCn1cc(C(=O)N[C@@H](C)C(=O)NCCCn2ccnc2)c(=O)c2cc3c(cc21)OCO3	-3	1.5	-4	-47	0.94	-1.5	1	6	-2
COc1ccc(OC)c(NC(=O)CCNC(=O)c2ccco2)c1	-2	1.1	0	-6	1.1	0.7	-9	-8	-2
O=S(=O)(c1ccccc1)c1nc(-c2ccco2)oc1Nc1ccccc1	0	1.1	0	-10	0.96	-0.1	-4	4	3
O=C(COC(=O)CCSc1ccccc1)NCc1ccc(F)cc1	0	1.1	-4	-8	1.1	5.4	2	-6	1
Cc1ccc(-c2cc(C(=O)Nc3c(C)n(C)n(-c4ccccc4)c3=O)no2)cc1	-3	0.92	1	8	1	1.5	-5	-3	3
Nc1c(N=O)c(=O)[nH]c(=O)n1-c1ccccc1	1	1	-1	-4	0.91	0.7	-14	9	-4
COc1ccc(-n2c(C)cc(-c3csc(NC(=O)c4ccc(S(=O)(=O)N(C)C)cc4)n3)c2C)cc1	7	1	-2	-4	0.79	5.0	1	21	6
Cc1cc(C)cc(NC(=O)N(CCC#N)Cc2cccs2)c1	-1	0.81	0	19	0.98	1.6	-4	2	-2
NNC(=O)c1cccc(O)c1	0	1.1	-3	-9	1.1	-0.2	-9	-6	-3
CCOC(=O)CCCCC(=O)NC(CO)C(=O)NC (stereo unspecified)	-4	0.87	-2	13	0.97	1.9	-6	3	-4
C=CCN1C(=Nc2ccccc2)SC/C1=C\C(=O)OC	4	1.1	0	-7	0.99	0.9	-7	1	-5
O=C(CS(=O)(=O)Cc1ccccc1)NCc1ccco1	0	1.1	0	-10	1	-1.2	0	-3	-2
CCN(CC)CCOCCOC(=O)C(CC)(CC)c1ccccc1	1	0.98	2	2	1	1.8	-1	-1	1
SMILES	NR3A LBD binder	hIAP act	MIN6 prolif	hIAP block	mIAP activ	MPTP inh	A3G deaminase	mIAP inh	APOBEC3A inh
CCCSc1nc2c3c(sc2c(=O)[nH]1)CC(C)(CC)OC3 (stereo unspecified)	0	1	-2	-4	1	-0.1	1	-3	3
COc1ccc(CCNC(=O)c2ccc(Cl)c(S(=O)(=O)N3CCCCCC3)c2)cc1	-12	0.99	-5	1	0.91	3.0	0	9	0
CCn1cc(CN2CCC(Oc3ccc(C(=O)N4CCCCC4)cc3)CC2)cn1	5	0.94	3	6	1	-0.1	-7	0	0
O=Cc1cccn1-c1ccccc1	-2	0.89	-3	12	0.86	-1.9	-10	14	-4
O=C(CSc1nnnn1-c1cccc2c1CCCC2)N1CCOCC1	0	1.1	-1	-12	1.1	-1.4	1	-8	2
O=C(COC(=O)c1cccc(S(=O)(=O)N2CCOCC2)c1)NCCc1ccccc1	-2	0.8	-1	20	1.1	-0.4	2	-6	11
COc1ccc(-c2cc(C(F)(F)F)nc(SCCC(=O)N3CCN4CCCC4C3)n2)cc1 (stereo unspecified)	-3	0.91	-3	9	0.85	0.0	0	15	-1
COc1ccc(-n2c(=O)c3c4c(sc3n(CC(=O)NCC3CCCO3)c2=O)CCCC4)c(OC)c1 (stereo unspecified)	1	1.2	0	-24	1.1	0.4	-7	-11	-5
O=C(CSc1nc2ccccc2c(=O)[nH]1)c1cccs1	0	0.99	0	1	0.98	-0.7	0	2	44*
O=[N+]([O-])c1cccc(-c2cc3cccc[n+]3cc2-c2cccc([N+](=O)[O-])c2)c1	0	0.88	0	12	0.9	0.2	-5	10	-3
COc1ccccc1[C@@H]1C(c2cccc(C)c2)=NN(c2ccc(Br)cc2)[C@H]1C(=O)N1CCOC1=O	-1	·	·	·	0.97	-0.7	-2	3	-2
CCCn1nc(C(=O)N2CCCc3ccccc32)c2ccccc2c1=O	-2	0.94	-1	6	1	1.5	-7	-5	-1
Cc1onc(-c2ccccc2)c1C(=O)N1CCN(c2ncccc2C(F)(F)F)CC1	-2	0.96	1	4	1	-1.1	-6	-1	-4
CC(=O)COC(=O)c1ccc2noc(-c3ccccc3)c2c1	2	0.85	3	15	0.91	0.1	-7	9	0
CCN1CCN(c2cc(C)c3cc(NC(=O)CCC(=O)Nc4ccc(OC)cc4OC)ccc3n2)CC1	0	1.2	-1	-21	1	-0.4	-5	-3	1
O=C(COC(=O)CCC1CCCC1)Nc1nc2c(F)c(F)c(F)cc2s1	22*	0.88	-4	12	0.94	14	-2	6	1
Cc1sccc1C1C(C#N)=C(N)SC(N)=C1C#N	·	1.2	-1	-20	0.94	·	-5	6	0
O=C(Nc1ccc2c(c1)OCO2)N1CCN(Cc2ccco2)CC1	0	0.96	-6	4	1	1.0	-5	-2	-6
Cc1cccc2cc(C(c3nnnn3Cc3ccc4c(c3)OCO4)N3CCCC3)c(=O)[nH]c12 (stereo unspecified)	-2	1.4	-2	-36	0.76	-0.2	0	24	1
COc1ccccc1C1C(C(N)=O)=C(C)Nc2ncnn21 (stereo unspecified)	1	1	-2	-2	1	-1.5	-3	-5	0
Oc1ccc(N=Nc2ccccc2)cc1	5	0.84	-3	16	0.83	1.0	-4	17	1
COc1ccc(N/C=C(\C#N)S(=O)(=O)c2ccc(Cl)cc2)c(OC)c1	-4	0.85	1	15	0.96	1.1	-6	4	-3
O=C(Nc1cccc2ccccc12)N(CCO)C1CCS(=O)(=O)C1 (stereo unspecified)	1	1.1	-3	-6	1	-0.2	-8	-5	-7
